Compound activity from PubChem.
Growth percent in the NCI-60 one-dose screen (48 h, 10 µM unless noted): 100 = growth as untreated, 0 = no growth, -100 = all killed.
NCI-H460: NCI-H460 lung cancer. 82,000 tested, 6.8% active
COLO 205: COLO 205 colon cancer; 79,000 tested, 7.3% active
NCI-H322M: NCI-H322M lung cancer. 80,000 tested, 2.7% active
HCT-15: HCT-15 colon cancer | 82,000 tested, 5.2% active | AID 1794746
SW-620: SW-620 colon cancer; 82,000 tested, 5.2% active
NCI-H522: NCI-H522 lung cancer; 78,000 tested, 8% active; AID 1794739
HT29: HT29 colon cancer; 81,000 tested, 7.4% active
NCI-H23: NCI-H23 lung cancer; 80,000 tested, 4% active; AID 1794731
NCI-H226: NCI-H226 lung cancer. 79,000 tested, 3.5% active. AID 1794732
Numbers without * were called inactive; / = no result given. How the source made its calls: active means growth percent below 10; inactive means the rest.

1: Cc1nn2c(-c3nc4cc(C)c(C)cc4[nH]3)c(-c3ccc(F)cc3)nc2s1
2: Cc1nc(Cl)c(C)c(=O)[nH]1
3: NC(N)=N/N=C/c1cccc(F)c1
4: NC1c2ccccc2-c2ccccc21
5: COc1cccc(C2=NN3C(C2)c2ccccc2OC3c2ccc(/C=C3\SC(=O)NC3=O)cc2)c1 (stereo unspecified)

| compound no. | 1 | 2 | 3 | 4 | 5 |
| --- | --- | --- | --- | --- | --- |
| NCI-H23 | 112 | 105 | 98 | 111 | 92 |
| NCI-H322M | 109 | 113 | 102 | 96 | 98 |
| NCI-H522 | 96 | 94 | 99 | 93 | 88 |
| HT29 | 107 | 101 | 102 | 92 | 111 |
| HCT-15 | 94 | 110 | 104 | 104 | 95 |
| NCI-H460 | 104 | 113 | 103 | 98 | 101 |
| COLO 205 | 115 | / | 102 | 98 | 119 |
| SW-620 | 105 | 109 | 99 | 87 | 98 |
| NCI-H226 | 108 | 102 | 100 | 99 | / |

Sorted by length of the SMILES (falling): three of the compounds above
5: COc1cccc(C2=NN3C(C2)c2ccccc2OC3c2ccc(/C=C3\SC(=O)NC3=O)cc2)c1 (stereo unspecified)
2: Cc1nc(Cl)c(C)c(=O)[nH]1
4: NC1c2ccccc2-c2ccccc21

| compound no. | 5 | 2 | 4 |
| --- | --- | --- | --- |
| NCI-H23 | 92 | 105 | 111 |
| NCI-H322M | 98 | 113 | 96 |
| NCI-H522 | 88 | 94 | 93 |
| HT29 | 111 | 101 | 92 |
| HCT-15 | 95 | 110 | 104 |
| NCI-H460 | 101 | 113 | 98 |
| COLO 205 | 119 | / | 98 |
| SW-620 | 98 | 109 | 87 |
| NCI-H226 | / | 102 | 99 |

More structures.
6: COc1cccc(C(=O)Oc2ccc(/C=C/c3cc(OC(=O)c4cccc(OC)c4OC)cc(OC(=O)c4cccc(OC)c4OC)c3)cc2)c1OC
7: COc1ccc(-c2nc3ccccn3c2/C=C2/C(=O)Nc3ccc(Cl)cc32)cc1
8: CCCCCCCCC(=O)OCCCC1CCCO1 (stereo unspecified)
9: CCOC(=O)C1=C(C)NC(SCc2cc(=O)oc3ccc(C)cc23)=N[C@@H]1c1cccc2ccccc12
10: O=C(O)Cc1ccccc1[N+](=O)[O-]

| compound no. | 6 | 7 | 8 | 9 | 10 |
| --- | --- | --- | --- | --- | --- |
| NCI-H23 | 93 | 103 | 99 | 95 | 95 |
| NCI-H322M | 99 | 85 | 112 | 104 | 101 |
| NCI-H522 | 78 | 83 | 89 | 88 | 89 |
| HT29 | 91 | 100 | 100 | 97 | 99 |
| HCT-15 | 105 | 90 | 101 | 97 | 104 |
| NCI-H460 | 106 | 101 | 96 | 110 | 103 |
| COLO 205 | 107 | 117 | 106 | 110 | 99 |
| SW-620 | 101 | 103 | 95 | 105 | 106 |
| NCI-H226 | 89 | 98 | 97 | 111 | 87 |

11: CCCCCCCCCCCCCCCC(=O)OCC1OC(n2cnc3c(=S)nc(N)[nH]c32)C(OC(=O)CCCCCCCCCCCCCCC)C1OC(=O)CCCCCCCCCCCCCCC (stereo unspecified)
12: COc1c(Cl)ccc(-c2cn(COCc3ccccc3)c3c(OC)ncnc23)c1F
13: CC1OC(n2c3ccccc3c3c4c(c5c6ccccc6[nH]c5c32)C(=O)N(CCN2CCOCC2)C4=O)CC(O)C1O (stereo unspecified)
14: COc1ccc(S(=O)(=O)NCCCNc2nccc(-n3cnc4ccccc43)n2)cc1
15: N#Cc1c(F)cccc1N1CCSCC1

| compound no. | 11 | 12 | 13 | 14 | 15 |
| --- | --- | --- | --- | --- | --- |
| NCI-H23 | 66 | 99 | 16 | 92 | 95 |
| NCI-H322M | 72 | 102 | 59 | 104 | 90 |
| NCI-H522 | 66 | 80 | 11 | 81 | 85 |
| HT29 | 38 | 89 | 13 | 100 | 96 |
| HCT-15 | 55 | 103 | 27 | 92 | 97 |
| NCI-H460 | 63 | 104 | 3.4* | 97 | 100 |
| COLO 205 | 90 | 119 | 20 | 108 | 105 |
| SW-620 | 79 | 92 | 28 | 104 | 96 |
| NCI-H226 | 77 | 100 | 17 | 73 | 87 |

16: COc1c(F)ccc(C(=O)Nc2ccc3nc(NC(=O)C4CCCN(S(=O)(=O)c5cccc(C(F)(F)F)c5)C4)sc3c2)c1F (stereo unspecified)
17: CS(=O)(=O)Nc1ccc(CNC(=O)C2CCN(c3nc(C(F)(F)F)ccc3C#N)CC2)cc1
18: Clc1ccnc(SCc2ccccc2)n1
19: Cc1ccc(-c2ccc(Nc3ccccc3)nn2)cc1S(N)(=O)=O
20: Nc1nc(-c2ccccc2)c(N=Nc2cccc(Cl)c2)s1

| compound no. | 16 | 17 | 18 | 19 | 20 |
| --- | --- | --- | --- | --- | --- |
| NCI-H23 | 97 | 97 | 102 | 96 | / |
| NCI-H322M | 99 | 103 | 96 | 108 | 85 |
| NCI-H522 | 85 | / | 90 | 96 | 77 |
| HT29 | 83 | 78 | 91 | 71 | 101 |
| HCT-15 | 69 | 95 | 97 | 66 | 57 |
| NCI-H460 | 79 | 99 | 104 | 83 | 97 |
| COLO 205 | 85 | 120 | 108 | 96 | 103 |
| SW-620 | 100 | 107 | 98 | 52 | 102 |
| NCI-H226 | 94 | / | 96 | 99 | 71 |

21: Cc1ccc(S(=O)(=O)N(CCCc2c(C)nc(N)[nH]c2=O)c2ccccc2)cc1
22: CCCCCCCCCCCCCCCCCC(=O)OCC1OC(n2cnc3c(=S)nc[nH]c32)C(OC(=O)CCCCCCCCCCCCCCCCC)C1OC(=O)CCCCCCCCCCCCCCCCC (stereo unspecified)
23: COc1ccc(C(=O)C(C)(CN(C)C)c2ccccc2)cc1 (stereo unspecified)
24: COc1cc2cc(Oc3ccc(NC(=O)Nc4cccc(C(F)(F)F)c4)cc3)c(C)nc2cc1OC
25: O=C1CS/C(=N/S(=O)(=O)c2ccc(NNc3c4ccccc4nc4ccccc34)cc2)N1C1CCCCC1

| compound no. | 21 | 22 | 23 | 24 | 25 |
| --- | --- | --- | --- | --- | --- |
| NCI-H23 | 104 | 98 | 114 | 6.8* | 89 |
| NCI-H322M | 114 | 98 | 98 | / | 104 |
| NCI-H522 | 85 | / | / | -17* | 77 |
| HT29 | 101 | 112 | 100 | 6.6* | 102 |
| HCT-15 | 98 | 101 | 95 | 15 | 100 |
| NCI-H460 | 105 | 103 | 104 | 2.7* | 94 |
| COLO 205 | 102 | 108 | 107 | -20* | 99 |
| SW-620 | 97 | 120 | 112 | 17 | 99 |
| NCI-H226 | 92 | 100 | 89 | -23* | 78 |

26: Nc1nn(C(=O)c2ccc[nH]c2=O)cc1-c1ccc(Cl)cc1
27: O=C=NC(c1ccccc1)(c1ccccc1)c1ccccc1
28: CCO/C=C1\SC(=S)N(Cc2ccccc2)C1=O
29: Nc1nc(SCc2ccccc2)c2ncn(C3CCCC3)c2n1
30: OB(Cc1ccccc1)c1ccccc1

| compound no. | 26 | 27 | 28 | 29 | 30 |
| --- | --- | --- | --- | --- | --- |
| NCI-H23 | 91 | / | 111 | 86 | 103 |
| NCI-H322M | 90 | 104 | 107 | 103 | 111 |
| NCI-H522 | 45 | 90 | / | 77 | 92 |
| HT29 | 88 | 100 | 100 | 114 | 105 |
| HCT-15 | 94 | 102 | 98 | -59* | 106 |
| NCI-H460 | 103 | 111 | 99 | 99 | 105 |
| COLO 205 | 118 | 101 | 113 | 116 | 98 |
| SW-620 | 99 | 107 | 94 | 102 | 103 |
| NCI-H226 | 87 | 111 | 104 | 110 | 105 |

31: CC1(C)CC(=O)C=C(N2CCCC2)C1
32: CCOC(=O)c1c2ccncc2n2c(=O)n(-c3cccc(OC)c3)nnc12
33: CCCCCCC/C=C/[C@H]1O[C@]23C(=O)C[C@@]4(C[C@@H](OC5OC(CO)C(O)C(O)C5O)C[C@@H]4[C@H]2C=C1C)OC3=O (stereo partly specified)
34: CCc1nnc(NC(=O)c2nnn(-c3ccccc3)c2-c2ccco2)s1
35: COc1ccccc1/C=C(\C#N)C(=O)O

| compound no. | 31 | 32 | 33 | 34 | 35 |
| --- | --- | --- | --- | --- | --- |
| NCI-H23 | 118 | 100 | 41 | 92 | 94 |
| NCI-H322M | 99 | 81 | 56 | 94 | 102 |
| NCI-H522 | 124 | 88 | -45* | 91 | 94 |
| HT29 | 112 | 103 | 0.9* | 109 | 111 |
| HCT-15 | 123 | 115 | -5.3* | 52 | 98 |
| NCI-H460 | 131 | 109 | 49 | 84 | 108 |
| COLO 205 | 107 | 116 | 36 | 109 | 130 |
| SW-620 | 129 | 108 | 9.9* | 99 | 101 |
| NCI-H226 | 110 | 105 | 65 | 91 | 122 |

Whole records, looked up by structure. Order of values: NCI-H23 | NCI-H322M | NCI-H522 | HT29 | HCT-15 | NCI-H460 | COLO 205 | SW-620 | NCI-H226
Profile of COc1ccccc1/C=C(\C#N)C(=O)O → 94 | 102 | 94 | 111 | 98 | 108 | 130 | 101 | 122
Profile of CCc1nnc(NC(=O)c2nnn(-c3ccccc3)c2-c2ccco2)s1 → 92 | 94 | 91 | 109 | 52 | 84 | 109 | 99 | 91
Profile of CC1(C)CC(=O)C=C(N2CCCC2)C1 → 118 | 99 | 124 | 112 | 123 | 131 | 107 | 129 | 110
Profile of CCOC(=O)c1c2ccncc2n2c(=O)n(-c3cccc(OC)c3)nnc12 → 100 | 81 | 88 | 103 | 115 | 109 | 116 | 108 | 105

New compounds follow
36: CCOC(=O)C1(CC)C(=O)C(=O)N(c2ccccc2)C1c1ccccc1 (stereo unspecified)
37: O=C1C=C(O)C(=O)C(CC2=C(O)C(=O)C=C(O)C2=O)=C1O
38: N#C/C(=C\n1ccc(=O)[nH]c1=S)C(N)=O
39: CC(O)(c1ccc(Cl)cc1)c1ccccn1 (stereo unspecified)
40: COc1cc2nc(-c3ccc(C)cc3)cc(OCCCNCC3CCCO3)c2cc1OC (stereo unspecified)

| compound no. | 36 | 37 | 38 | 39 | 40 |
| --- | --- | --- | --- | --- | --- |
| NCI-H23 | 99 | 113 | 100 | 101 | / |
| NCI-H322M | 112 | 105 | 109 | 102 | 70 |
| NCI-H522 | 107 | 92 | 94 | 68 | 59 |
| HT29 | 109 | 107 | 101 | 89 | 21 |
| HCT-15 | 94 | 105 | 108 | 98 | 38 |
| NCI-H460 | 110 | 104 | 102 | 104 | 38 |
| COLO 205 | 123 | 115 | 110 | 101 | 45 |
| SW-620 | 103 | 98 | 103 | 100 | 77 |
| NCI-H226 | 106 | 102 | 104 | 91 | 89 |

41: O=C(NNc1ncnc2ccccc12)Nc1ccc(Cl)cc1
42: COc1ccc2sc(-n3nc4nc5n(c(=O)c4c3N)-c3ccccc3Sc3ccccc3-5)nc2c1
43: COc1cc(-c2ccc[nH]2)[nH]c1/C=C1\N=C(C)C(C(=O)CCCCCCCCC(=O)Nc2ccc(-c3c4nc(c(-c5ccccc5)c5ccc([nH]5)c(-c5ccccc5)c5nc(c(-c6ccccc6)c6ccc3[nH]6)C=C5)C=C4)cc2)=C1C
44: COc1ccc(C2C(C(=O)Nc3ccc(F)cc3)=C(C)Nc3ncnn32)cc1 (stereo unspecified)
45: CCCCOc1ncnc2c1CC(C)c1cc(C)ccc1N2C (stereo unspecified)

| compound no. | 41 | 42 | 43 | 44 | 45 |
| --- | --- | --- | --- | --- | --- |
| NCI-H23 | / | 79 | 102 | 99 | 92 |
| NCI-H322M | 97 | 75 | 106 | 104 | 110 |
| NCI-H522 | 99 | 76 | / | 76 | 83 |
| HT29 | 116 | 74 | 97 | 91 | 77 |
| HCT-15 | 105 | 83 | 94 | 105 | 85 |
| NCI-H460 | 108 | 85 | 104 | 120 | 111 |
| COLO 205 | 112 | 65 | 119 | 130 | 107 |
| SW-620 | 100 | 96 | 100 | 110 | 109 |
| NCI-H226 | 87 | 81 | 94 | 101 | 94 |

46: Cc1c(C(=O)NCCC(=O)NO)sc2ncnc(Nc3ccc(F)c(Cl)c3)c12
47: Nc1c(C(=O)Nc2ccccc2)nnn1-c1ccccc1
48: COc1cc(NCCCCCNC(C)(C)C)c2ncccc2c1
49: Cc1c([N+](=O)[O-])cc(C(C)C)c(O)c1[N+](=O)[O-]
50: COc1cc(/C=N/N2C(=O)c3ccccc3C2=O)ccc1O

| compound no. | 46 | 47 | 48 | 49 | 50 |
| --- | --- | --- | --- | --- | --- |
| NCI-H23 | 101 | 103 | 93 | 108 | 111 |
| NCI-H322M | 108 | 103 | 93 | 99 | 100 |
| NCI-H522 | 96 | 90 | 68 | 87 | 93 |
| HT29 | 104 | 101 | 86 | 106 | 108 |
| HCT-15 | 102 | 108 | 91 | 107 | 102 |
| NCI-H460 | 100 | 106 | 111 | 106 | 105 |
| COLO 205 | 117 | 109 | 110 | 100 | 109 |
| SW-620 | 101 | 105 | 97 | 115 | 102 |
| NCI-H226 | 104 | 105 | 87 | 99 | 90 |

51: CN(C)CCN1C(=O)c2ccc3c4c(ccc(c24)C1=O)C(=O)N(CCN=C=S)C3=O
52: Cc1cnoc1C(=O)Nc1nn(Cc2ccc(C(F)(F)F)cc2)c2ccccc12
53: COC(=O)/C(CCC=C(C)C)=C1\[C@@H](OC(C)=O)C[C@@]2(C)[C@H]1C[C@@H](O)[C@H]1[C@@]3(C)CC[C@H](N4CCCC4)[C@@H](C)[C@@H]3CC[C@@]12C
54: O=C(NC1CC1)c1cc2n(n1)CC(c1ccccc1)N2 (stereo unspecified)
55: CC(=O)C(C[n+]1ccccc1)c1ccccc1 (stereo unspecified)
56: CNC(=O)c1cc(Oc2ccc3nc(NC(=O)c4ccc(C)c(C(F)(F)F)c4)sc3c2)ccn1

| compound no. | 51 | 52 | 53 | 54 | 55 | 56 |
| --- | --- | --- | --- | --- | --- | --- |
| NCI-H23 | -62* | 84 | 104 | 100 | 102 | / |
| NCI-H322M | -94* | 101 | 106 | 99 | 138 | 88 |
| NCI-H522 | -94* | 86 | 96 | 91 | / | 68 |
| HT29 | / | 96 | 105 | 107 | 72 | 53 |
| HCT-15 | -78* | 96 | 102 | 95 | 106 | 70 |
| NCI-H460 | -43* | 97 | 109 | 100 | 105 | 74 |
| COLO 205 | -88* | 102 | 111 | / | 113 | 97 |
| SW-620 | -68* | 96 | 104 | 95 | 100 | 94 |
| NCI-H226 | -95* | 88 | / | / | 108 | 42 |
